# High-throughput results (PubChem)
# Rad51 HR inh: Rad51 (human) homologous recombination inhibition. inhibition, % at 10 µM. AID 1385. Q06609. hRad51 DNA strand exchange, fluorescence dequenching. 200,000 tested, 0.085% active;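 active = inhibition above 40% at the single screening dose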;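 note: 0% = DMSO control wells and 100% = blanks with heterologous ssDNA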
# Target sequence (Q06609 whole entry, looked up): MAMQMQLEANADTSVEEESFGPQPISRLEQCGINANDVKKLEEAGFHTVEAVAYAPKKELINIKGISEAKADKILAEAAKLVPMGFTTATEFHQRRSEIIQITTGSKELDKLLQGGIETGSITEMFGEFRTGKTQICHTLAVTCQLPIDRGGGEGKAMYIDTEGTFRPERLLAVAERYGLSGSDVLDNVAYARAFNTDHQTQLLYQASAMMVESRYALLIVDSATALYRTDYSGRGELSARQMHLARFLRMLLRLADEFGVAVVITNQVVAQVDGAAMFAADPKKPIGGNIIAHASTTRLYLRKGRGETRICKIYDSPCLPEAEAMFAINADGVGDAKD
#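 material = hRad51 filaments on single-stranded DNA | reagent = Donor/quencher-labelled 47-bp dsDNA substrate | compound = 10 µM final, single point | schedule = strand-exchange reaction 15 min at room temperature | measured by = fluorescein emission 520 nm, excitation 485 nm | read-out basis = % inhibition versus plate control and blank means | benchmarks = plate controls and plate blanks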
# Hck-Nef inh: human Hck-Nef kinase inhibition; P08631; Recombinant Hck-YEEI plus Nef, Z-Lyte FRET kinase assay; inhibition, % at 20 µM; 220,000 tested, 0.68% active;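 active = Hck-Nef kinase inhibition above about 50%, limit read from the data; inactive = inhibition below that limit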;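 note: 0% = DMSO with Hck plus Nef and 100% = Hck alone without Nef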
# EP2 antag: EP2 receptor (human) inhibition; C6 glioma cells expressing human EP2, cAMP TR-FRET; cells stimulated with saturating PGE2; 260,000 tested, 0.52% active; P43116; inhibition, % at 25 µM;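 active = percent inhibition above 40 after rounding to a whole number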;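 note: rat C6 glioma host cells with rolipram phosphodiesterase inhibitor present; the protocol text gives 20 µM as final concentration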
# Target sequence (P43116 whole entry, looked up): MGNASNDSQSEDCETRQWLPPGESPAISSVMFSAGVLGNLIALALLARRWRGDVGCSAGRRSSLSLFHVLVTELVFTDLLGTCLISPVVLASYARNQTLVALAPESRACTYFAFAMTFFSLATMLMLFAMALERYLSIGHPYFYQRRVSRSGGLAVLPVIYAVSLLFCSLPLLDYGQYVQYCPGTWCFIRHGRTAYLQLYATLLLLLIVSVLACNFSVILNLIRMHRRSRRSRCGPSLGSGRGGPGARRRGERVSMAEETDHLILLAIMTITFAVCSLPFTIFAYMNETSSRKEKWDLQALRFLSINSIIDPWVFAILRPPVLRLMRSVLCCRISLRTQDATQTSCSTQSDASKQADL
# eIF4E 4G PPI: eIF4E/eIF4G interaction inhibition in translation initiation; P63073+Q04637; TR-FRET eIF4E-eIF4GI(517-606) binding, 2 h; 220,000 tested, 0.37% active; inhibition, % at 21.7 µM;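 active = inhibition above about 30%, limit read from the data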;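 note: 0% = full FRET control wells and 100% = background wells lacking eIF4GI fragment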
# TbHK1 inh: T. brucei hexokinase 1 inhibition | 220,000 tested, 0.11% active | recombinant TbHK1, G6PDH-coupled NADH A340 | inhibition, % at 10 µM;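 active = inhibition of 50% or more in the single-dose primary screen; inactive = inhibition below 50%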
# zVAD death inh: blocks zVAD induced death of L929 cells | L929 zVAD necroptosis rescue, ATP luminescence, 24 h; with zVAD 60 µM | viability rescue, % at 10 µM | 220,000 tested, 0.38% active | AID 1377;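 active = activation, scaled between plate controls, above about 75%, limit read from the data; inactive = activation under that limit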;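 note: 0% = zVAD with DMSO and 100% = DMSO alone without zVAD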
# EP2 mod: modulators of human EP2 prostaglandin E2 receptor; P43116; EP2-expressing cells, cAMP HTRF FRET, PGE2 co-stimulation; induction, % at 25 µM; 260,000 tested, 0.83% active; AID 940;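 active = compounds whose cAMP rise, as percent of the full-agonist control response, exceeds 60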;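 note: rat C6 glioma line stably carrying human EP2 under a CMV promoter; the protocol text gives 20 µM as final concentration; 100% = response of wells given 1 µM PGE2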
# Calpain2 inh: blocks pig calpain II enzyme activity; inhibition, % at 16 µM; AID 1236; 220,000 tested, 0.37% active; purified calpain II, fluorogenic peptide substrate, 30 min;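 active = inhibition above about 50%, limit read from the data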
# 14-3-3 Bad inh: disrupts binding of bovine 14-3-3 zeta to phospho-Bad peptide. P63103. TR-FRET 14-3-3zeta/Dy647-pBad peptide displacement, 1 h. inhibition, % at 21.7 µM. 220,000 tested, 0.71% active. AID 781;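 active = inhibition above about 70%, limit read from the data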;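 note: 0% = full 14-3-3 plus peptide FRET controls and 100% = background without 14-3-3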
# Target sequence (P63103 whole entry, looked up): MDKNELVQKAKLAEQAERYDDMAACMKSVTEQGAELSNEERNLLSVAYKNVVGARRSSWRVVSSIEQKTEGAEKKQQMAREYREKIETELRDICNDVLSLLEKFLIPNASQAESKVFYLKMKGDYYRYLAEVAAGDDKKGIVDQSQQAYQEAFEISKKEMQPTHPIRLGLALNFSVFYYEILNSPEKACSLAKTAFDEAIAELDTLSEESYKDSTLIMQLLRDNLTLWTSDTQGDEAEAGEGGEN
# * hit, by the source's call; . = no result given; [ ] = another dose, or the depositor's remark. Only part of the results is shown, so the mix of outcomes need not match the whole.
SMILES,Rad51 HR inh,Hck-Nef inh,EP2 antag,eIF4E 4G PPI,TbHK1 inh,zVAD death inh,EP2 mod,Calpain2 inh,14-3-3 Bad inh
O=C(c1ccccc1)[C@H]1CC=CC[C@H]1C(=O)O,-6,1,14,2[fluorescence artefact?],1,-0.1,-5,-16,-11[fluorescence artefact?]
N/C(=N\OC(=O)Cc1ccccc1)c1ccccn1,6,0,13,3,2,0.0,19,-4,1
Cn1c(=O)c2c(SCC(=O)N3CCCc4ccccc43)nc(CC(C)(C)C)nc2n(C)c1=O,.,0,.,-3,-12,-0.7,8,15,1
COc1ccc(Cc2nnc(-c3ccc(F)cc3)o2)cc1OC,-1,13,8,0,7,1.6,3,-11,14[fluorescence artefact?]
O=C(Nc1cccc(C(F)(F)F)c1)NC1CCN(S(=O)(=O)c2ccc(F)cc2)CC1,11,-1,23,1,-1,1.9,17,8,5
O=C1C2C3C=CC(C4CC34)C2C(=O)N1/N=C/c1ccc(-c2ccccc2[N+](=O)[O-])o1 (stereo not given),-13,-1,8,5,-24,-0.2,-7,-29,6
COc1cccc(-c2nnc(SCC(=O)Nc3cc(C)on3)n2C)c1,-7,-12,11,-2,5,0.3,20,-25,3
COCC(C)n1c(SCc2nc3ccccc3c(=O)[nH]2)nc2ccccc2c1=O (stereo not given),-3,18,8,-3,-4,0.7,-30,-52,-2
CC1(C)Cc2nc3[nH]c(=S)n(-c4ccccc4)c(=O)c3cc2CO1,0,0,11,.,-10,1.0,.,.,.
CCN(CC)S(=O)(=O)c1ccc(N2CCCC2)c(NS(=O)(=O)c2ccccc2)c1,1,6,2,-2[fluorescence artefact?],24,1.0,-12,-10,-2
COc1ccc(NC(=O)COC(=O)CNS(=O)(=O)c2ccccc2)cc1OC,3,19,2,0,-1,0.7,7,-27,-5
CCSc1nc2ccccc2n1Cc1ccccc1F,4,3,10,-7[fluorescence artefact?],-3,.,72*,-5,-3
CCN(Cc1cc2ccccc2[nH]c1=O)C(=O)c1cccc([N+](=O)[O-])c1,.,16,11,1,-12,0.2,-1,3,-8
CCCC[n+]1ccn(-c2nc3ccccc3nc2[N-]S(=O)(=O)c2ccc(Br)cc2)c1,18,13,15,-3,-16,0.8,24,-113,10
O=C(/C=C/c1cn(-c2ccccc2)nc1-c1cccnc1)NCCN1CCOCC1,-1,22,3,-4,-5,2.4,-3,-10,85*
O=C(O)c1ccc(N2C(=O)c3[nH]nc(-c4ccccc4)c3C2c2ccccc2)cc1 (stereo not given),.,15,7,0,-1,-0.3,6,18,-8
Cn1c(NCc2ccccc2)nc2c1c(=O)n(Cc1ccccc1)c(=O)n2C,6,15,3,4,7,-0.8,-42,62*,-22
CCCn1c(SCC(=O)c2c[nH]c3ccccc23)nnc1-c1ccncc1,-3,4,6,-2,-9,0.9,4,9,-3
Cc1nc(S(=O)(=O)c2ccc(Cl)cc2)c(NCc2ccccc2)o1,-1,1,11,-4,4,-0.3,-19,20,-16
Fc1cccc(Cn2cc(C(=S)N3CCCCC3)c3ccccc32)c1,-6,1,12,-8,8,-0.4,36,66*,-22
COc1ccc(NS(=O)(=O)c2ccc(OCC(=O)N3CCOCC3)cc2)cc1,4,0,-9,3,-4,0.7,20,-20,-6
Oc1oc(C=Nc2ccc(F)cc2F)c2ccccc12,-10,15,4,-1,8,0.3,8,29,43
CC(C)C(=O)NS(=O)(=O)c1ccc(N)cc1,8,-2,13,1,-1,0.1,12,-5,-8[fluorescence artefact?]
Cc1ccnc(NC(=O)COc2ccc3oc4c(c3c2)CCCC4)c1,2,0,11,5,-2,-0.1,-25,-7,1
COC(=O)c1nn(-c2ccccc2)c2nnc(Cc3ccc(C)cc3)c(=O)n12,5,3,6,11,-1,0.9,15,0,-11
S=C(NCc1ccco1)Nc1ccccn1,-143,17,2,0,-1,-0.8,0,13,-6
CC1(C)CC(=O)C2=C(C1)Oc1ncn(Cc3ccco3)c(=N)c1C2c1ccccc1 (stereo not given),-12,2,7,-2,0,-0.6,13,-2,-4
COC(=O)c1ccsc1NC(=O)CN1CCN(Cc2ccc3c(c2)OCO3)CC1,-9,2,5,-10,0,0.3,13,-42,-3
CC1CN(C(=O)CCN2C(=O)c3ccccc3C2=O)CC(C)O1 (stereo not given),4,6,9,-3,-4,-0.4,2,-20,-4[fluorescence artefact?]
CNC(=S)NNC(=O)c1sccc1OCc1ccccc1,-1,2,10,-5,-2,0.1,-7,26,-5
CC(=O)Nc1ccc(NC(=S)NC(=O)c2ccc([N+](=O)[O-])cc2)cc1,3,33,9,1[fluorescence artefact?],29,0.8,-65,3,-12
CCO[C@H]1OC(C(=O)NC2CC2)=C[C@@H](c2c[nH]c3ccccc23)[C@@H]1CCCO,-5,23,7,-4,-9,1.3,14,-6,-4
O=S(=O)(c1cccc(-c2nnc3n2CCCCC3)c1)N1CCOCC1,7,13,13,0,-16,-0.1,23,-15,3
COc1ccc(CCNC(=O)CSc2ncnc3c2oc2ccccc23)cc1OC,-14,2,13,-3,18,0.0,-24,8,3[fluorescence artefact?]
CCOC(=O)C1=C(O)C(=O)N(c2ccc(S(N)(=O)=O)cc2)C1c1ccccc1 (stereo not given),-1,0,16,4,-18,-0.3,-13,-30,-1
Cc1ccc(NC(=O)Cn2c(CCC(=O)O)ccc2-c2cccs2)cc1Cl,.,21,13,6,-2,-0.7,16,-52,-11
CSC1=C(C#N)C(CC(C)C)C2=C(CCCC2=O)N1 (stereo not given),1,-2,11,-2,-11,-0.4,-15,-91,-3
O=C(NCCCCCCNC(=O)OCCO)OCCO,4,5,3,-1,7,-0.9,0,38,10
Cc1cccc(C)c1NC(=O)C[n+]1cc(-c2ccccc2)n2c1CCC2,9,16,10,0,-9,1.5,1,0,4
Cc1ccc(C2(c3noc(CN4CCOCC4)n3)CCCC2)cc1,16,0,4,-5,-3,-0.3,-3,-23,-8

# An excerpt of these results, bar-delimited.
Structure | Rad51 HR inh | Hck-Nef inh | EP2 antag | eIF4E 4G PPI | TbHK1 inh | zVAD death inh | EP2 mod | Calpain2 inh | 14-3-3 Bad inh
CC1CN(C(=O)CCN2C(=O)c3ccccc3C2=O)CC(C)O1 (stereo not given) | 4 | 6 | 9 | -3 | -4 | -0.4 | 2 | -20 | -4[fluorescence artefact?]
CNC(=S)NNC(=O)c1sccc1OCc1ccccc1 | -1 | 2 | 10 | -5 | -2 | 0.1 | -7 | 26 | -5
CC(=O)Nc1ccc(NC(=S)NC(=O)c2ccc([N+](=O)[O-])cc2)cc1 | 3 | 33 | 9 | 1[fluorescence artefact?] | 29 | 0.8 | -65 | 3 | -12

# Sorted by formula weight (largest number first): some entries from above
SMILES,Rad51 HR inh,Hck-Nef inh,EP2 antag,eIF4E 4G PPI,TbHK1 inh,zVAD death inh,EP2 mod,Calpain2 inh,14-3-3 Bad inh
COc1ccc(CCNC(=O)CSc2ncnc3c2oc2ccccc23)cc1OC,-14,2,13,-3,18,0.0,-24,8,3[fluorescence artefact?]
CCO[C@H]1OC(C(=O)NC2CC2)=C[C@@H](c2c[nH]c3ccccc23)[C@@H]1CCCO,-5,23,7,-4,-9,1.3,14,-6,-4
CC(=O)Nc1ccc(NC(=S)NC(=O)c2ccc([N+](=O)[O-])cc2)cc1,3,33,9,1[fluorescence artefact?],29,0.8,-65,3,-12
Cc1ccnc(NC(=O)COc2ccc3oc4c(c3c2)CCCC4)c1,2,0,11,5,-2,-0.1,-25,-7,1

# An excerpt taken from the entries so far:
SMILES,Rad51 HR inh,Hck-Nef inh,EP2 antag,eIF4E 4G PPI,TbHK1 inh,zVAD death inh,EP2 mod,Calpain2 inh,14-3-3 Bad inh
Cc1cccc(C)c1NC(=O)C[n+]1cc(-c2ccccc2)n2c1CCC2,9,16,10,0,-9,1.5,1,0,4
Cc1ccc(C2(c3noc(CN4CCOCC4)n3)CCCC2)cc1,16,0,4,-5,-3,-0.3,-3,-23,-8

# Printed as active in 14-3-3 Bad inh (from the list above):
SMILES,Rad51 HR inh,Hck-Nef inh,eIF4E 4G PPI,TbHK1 inh,EP2 mod,Calpain2 inh,14-3-3 Bad inh
O=C(/C=C/c1cn(-c2ccccc2)nc1-c1cccnc1)NCCN1CCOCC1,-1,22,-4,-5,-3,-10,85*

# Additional results.
SMILES,Rad51 HR inh,Hck-Nef inh,EP2 antag,eIF4E 4G PPI,TbHK1 inh,zVAD death inh,EP2 mod,Calpain2 inh,14-3-3 Bad inh
Cc1ccc(-n2[nH]c(C)c(C=Nc3ccc4[nH]c(=O)[nH]c4c3)c2=O)cc1C,-4,-1,9,-8,-9,0.3,10,-51,2
CCOC(=O)c1[nH]ncc1CN1CCCC(C(=O)c2cc(Cl)ccc2OC)C1 (stereo not given),-80,29,5,7,3,-1.2,-34,-47,-3
Cc1ccc(Nc2n[nH]c(C)c2[N+](=O)[O-])cc1,11,2,37,-2,-5,2.5,10,-1,3
COCCN1C(=O)c2ccccc2C(C(=O)NCCN(C)C)C1c1ccc(F)cc1 (stereo not given),11,1,11,-4,4,0.9,-17,13,-8
CC(C)Cn1c(SCC#N)nc2ccccc2c1=O,-1,-5,6,1,2,4.2,16,-17,-4[fluorescence artefact?]
CC(C)(C)N(NC(=O)OCc1ccccc1)C(=O)c1ccccc1Cl,.,1,19,6[fluorescence artefact?],15,-0.1,13,-1,-3
CCNC(=O)NC(=O)C(C)OC(=O)Cc1coc2cc3c(cc12)CCC3 (stereo not given),9,25,2,0,-2,1.8,25,5,-12
O=C(Nc1ccc(-c2nnc(-c3ccco3)o2)cc1)C(c1ccccc1)c1ccccc1,5,-13,7,-6,-5,0.8,31,-122,11
CCN(CC)c1cc(Cl)nc(N)n1,-2,17,4,0,-10,0.3,-27,10,-11
COc1ccc(S(=O)(=O)N2CCN(CC(=O)Nc3cccc(F)c3)CC2)cc1,.,0,.,-1[fluorescence artefact?],2,0.7,-4,-12,-7
Cn1c(NNC(=O)c2ccccc2F)cc(=O)n(C)c1=O,-4,13,8,-6,-8,-0.1,13,-21,0
CCc1ccc(NC(=O)C(=O)N/N=C(\C)CC(=O)NCCOC)cc1,.,7,7,3,-5,0.7,9,22,-6
CC(=O)c1ccc(C(=O)N2CCc3c([nH]c4ccccc34)C2c2cccc(C)n2)s1 (stereo not given),.,-16,7,-3,-26,0.2,-33,-43,-9
CCN(CC)C(=O)C1CCCN(c2ccc([N+](=O)[O-])cc2/C=N/NC(=O)c2ccccc2)C1 (stereo not given),22,0,8,-4,-12,-0.1,-9,-21,1
O=C(CC1CCCC1)NCCc1cn2ccccc2n1,.,1,.,2,1,1.1,1,-14,7
NS(=O)(=O)c1cccnc1Nc1c(Cl)cccc1Cl,7,6,13,7,3,0.1,25,-34,-11[fluorescence artefact?]
O=C(O)c1[nH]c2ccc(Br)cc2c1CCN1C(=O)c2cccc([N+](=O)[O-])c2C1=O,6,13,11,-2,-13,-0.5,5,13,1
C#CCOCCOCCOCCNc1nc(N2CCN(C(=O)C([C@@H](C)CC)n3cc(C(N)Cc4ccc(O)cc4)nn3)CC2)nc(N2CCN(C(=O)[C@H](CCC(=O)O)n3cc(C(N)Cc4ccc(O)cc4)nn3)CC2)n1 (stereo not given in full),8,-12,4,3,-6,-1.0,13,14,2
